Bioassay records: PubChem, National Center for Advancing Translational Sciences (NCATS)
Pol iota inh – qHTS for Inhibitors of Polymerase Iota; 1% of 390,000 active; Potency, µM (series often up to 115 µM), for the others: top-dose activity, negative = inhibition, hits mostly inhibitors; DNA polymerase iota (Homo sapiens), Q9UNA4; Pol iota fluorescent replication assay, 10 min
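Pol iota at 10 nM preincubated 15 min with compounds at room temperature; reaction started with fluorescent substrate, 50 nM final. Fluorescence read kinetically at 0 and 10 min; buffer-only wells as negative control.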
BAZ2B block – qHTS Assay for Inhibitors of BAZ2B; Bromodomain adjacent to zinc finger domain protein 2B (Homo sapiens), Q9UIF8; AlphaScreen BAZ2B-H3K14Ac peptide displacement; Potency, µM (series often up to 114 µM), for the others: at the highest dose activity change, negative = inhibition, hits mostly inhibitors; 4.4% of 360,000 active; AID 504333, 2011; further: on the % scale 0 is the no-effect control and ±100 the full control effect; nearly all actives have a fitted effect of over 60% in size
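AlphaScreen displacement: compounds (up to 110uM) incubated 30 min at room temperature with a preformed 50 nM BAZ2B/50 nM biotinylated H3K14Ac peptide complex in PBS pH 7.4 with Tween-20. Donor and acceptor beads at 10 ug/mL final added, 20 min light-protected before reading.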
BLM helicase inh – qHTS Assay for Inhibitors of Bloom's syndrome helicase (BLM). RecQ-like DNA helicase BLM (Homo sapiens), P54132. recombinant BLM DNA unwinding, fluorescence dequenching. Potency, µM (top dose mostly 56.1 µM), without a hit: at the top dose activity change, negative = inhibition, usual class: inhibitors. 0.2% of 350,000 active;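 further: plate controls were vehicle for no effect and no enzyme for full effect; nearly all actives have a fitted effect of over 35% in size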
JMJD2A Tudor – qHTS Assay for Inhibitors of JMJD2A-Tudor Domain; Lysine-specific demethylase 4A (Homo sapiens), O75164; AlphaScreen JMJD2A-Tudor / H3K4me3 peptide binding; Potency, µM (series often up to 114 µM), without a hit: top-dose activity change, negative = inhibition, usual class: inhibitors; 4.4% of 390,000 active; AID 504339, 2011; further: on the % scale 0 is the no-effect control and ±100 the full control effect; nearly all actives have a fitted effect of over 50% in size
Pol beta inh – qHTS Assay for Inhibitors of DNA Polymerase Beta; AID 485314, 2010; 1.3% of 340,000 active; Pol beta primer extension/strand displacement, fluorescence kinetic; P06746; Potency, µM (top dose mostly 114 µM), without a hit: at the top dose activity change, negative = inhibition, usual class: inhibitors; further: on the % scale 0 is the no-effect control and ±100 the full control effect
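Enzyme-only controls used 10 nM Pol beta; buffer lacking enzyme served as negative control. Compound preincubated 15 min, then 50 nM substrate added; 0 and 10 min reads at room temperature.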
APEX1 inh – qHTS Assay for Inhibitors of the Human Apurinic/apyrimidinic Endonuclease 1 (APE1); 0.35% of 350,000 active; Potency, µM (doses to about 65.8 µM), inactives show at the highest dose activity change, negative = inhibition, actives largely listed as inhibitors; recombinant APE1, TAMRA/BHQ-2 abasic DNA cleavage fluorescence;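 further: plate controls were vehicle for no effect and reference inhibitor for full effect; nearly all actives have a fitted effect of over 55% in size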
Target sequence (P27695 whole entry, looked up): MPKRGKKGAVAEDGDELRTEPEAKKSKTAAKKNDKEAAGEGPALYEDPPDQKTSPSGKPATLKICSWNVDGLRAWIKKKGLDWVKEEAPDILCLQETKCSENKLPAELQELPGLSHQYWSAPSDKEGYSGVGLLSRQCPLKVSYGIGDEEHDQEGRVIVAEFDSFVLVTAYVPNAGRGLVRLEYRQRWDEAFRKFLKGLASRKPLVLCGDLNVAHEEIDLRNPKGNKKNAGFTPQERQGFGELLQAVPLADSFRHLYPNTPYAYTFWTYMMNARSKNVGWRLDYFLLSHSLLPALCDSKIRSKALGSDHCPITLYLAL
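0.75 nM APE1 + cpd, 15 min RT; start w/ 50 nM TAMRA/BHQ-2 THF-abasic dsDNA; kinetic fluor 525/598 nm ×3 reads @60 s; Δ(read3−read1); normalized to DMSO and NSC13755 control wells.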
G9a block – qHTS Assay for Inhibitors of Histone Lysine Methyltransferase G9a. AID 504332, 2011. 8.8% of 350,000 active. Histone-lysine N-methyltransferase EHMT2 (Homo sapiens), Q96KQ7. Potency, µM (titrated, usually from 102 µM), inactives show at the highest dose activity, negative = inhibition, actives largely listed as inhibitors. G9a H3K9 monomethylation, AlphaScreen, 2 h; further: on the % scale 0 is the no-effect control and ±100 the full control effect; nearly all actives have a fitted effect of over 75% in size
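Chemiluminescent proximity detection of H3K9 monomethylation, read after 10 min bead incubation in the dark. Reaction: 20 nM G9a, 500 nM biotin-H3K9 peptide, 20 uM SAM cofactor, 2 h, room temperature, following 15 min enzyme-compound preincubation.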
POLH inh – qHTS for Inhibitors of Polymerase Eta | 1.2% of 390,000 active | Potency, µM (doses to about 114 µM), inactives show at the top dose activity change, negative = inhibition, hits mostly inhibitors | DNA polymerase eta (Homo sapiens), Q9Y253 | recombinant Pol eta, fluorescent DNA replication assay; further: on the % scale 0 is the no-effect control and ±100 the full control effect
Target sequence (Q9Y253 whole entry, looked up): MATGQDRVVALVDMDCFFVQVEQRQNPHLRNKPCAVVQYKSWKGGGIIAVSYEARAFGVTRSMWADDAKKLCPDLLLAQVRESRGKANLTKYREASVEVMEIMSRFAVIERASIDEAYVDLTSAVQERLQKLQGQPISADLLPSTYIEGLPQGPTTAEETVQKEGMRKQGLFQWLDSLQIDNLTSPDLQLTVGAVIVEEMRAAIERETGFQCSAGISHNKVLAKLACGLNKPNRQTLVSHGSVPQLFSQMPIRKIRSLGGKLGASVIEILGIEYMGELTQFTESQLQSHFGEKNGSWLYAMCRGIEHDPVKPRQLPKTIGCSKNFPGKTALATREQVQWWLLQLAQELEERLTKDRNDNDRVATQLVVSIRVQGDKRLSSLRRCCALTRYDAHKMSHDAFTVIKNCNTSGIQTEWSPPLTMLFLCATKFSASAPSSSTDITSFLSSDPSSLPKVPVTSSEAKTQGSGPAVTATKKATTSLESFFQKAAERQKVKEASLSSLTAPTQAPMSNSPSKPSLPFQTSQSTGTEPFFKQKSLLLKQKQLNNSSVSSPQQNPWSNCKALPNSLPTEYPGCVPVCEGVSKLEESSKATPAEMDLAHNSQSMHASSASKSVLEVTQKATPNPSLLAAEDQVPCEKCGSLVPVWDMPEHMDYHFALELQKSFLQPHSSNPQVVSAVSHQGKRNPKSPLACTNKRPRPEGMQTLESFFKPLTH
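Pol eta at 10 nM preincubated with compounds 15 min at room temperature; reaction started with fluorescent substrate (50 nM final) and read kinetically at 0 and 10 min.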
POLK inh – qHTS for Inhibitors of Polymerase Kappa. DNA polymerase kappa (Homo sapiens), Q9UBT6. purified Pol kappa, fluorescent DNA synthesis assay, 10 min. Potency, µM (doses to about 107 µM), for the others: at the top dose activity, negative = inhibition, most hits filed as inhibitors. 0.53% of 400,000 active; further: on the % scale 0 is the no-effect control and ±100 the full control effect
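Pol kappa 10 nM + cpd, 15 min RT; start w/ substrate 50 nM final; fluorescence kinetic read, 0 and 10 min. Neg ctrl: buffer, no enzyme.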
* = called active by the depositor; ? = inconclusive; / = no result given; & = joins results of further samples; [ ] = another dose, or the depositor's remark. The call rests on the fitted dose curve; in most records, active means well fitted curve in the direction sought with a large enough effect; inconclusive means small, poorly fitted or top-dose-only effect, or another doubt; inactive means no such curve, though single readings can be large; an effect the other way counts as inactive or inconclusive. Potency means the concentration at half of the fitted maximal effect.

SMILES	Pol iota inh	BAZ2B block	BLM helicase inh	JMJD2A Tudor	Pol beta inh	APEX1 inh	G9a block	POLH inh	POLK inh
COc1ccccc1-c1nnc(SCC(=O)N2CCOCC2)n1-c1ccccc1	342%[activator]	6%	0%	-2%	23%	0%	-8%[59 µM]	3%	-8%
N#Cc1ccc2ccn(CC(=O)NC3CCCCC3)c2c1	14%	2%	1%	-4%	?	-4%	-3%	-4%	-11%
Cc1nc2ccccn2c1C(=O)CSc1ccc(Cl)cc1Cl	21%	1%	1%	-6%	23%	-10%	7%	-17%	-1%
COc1cc(/C=N/NC(=O)c2cnccn2)ccc1O	23%	-7%	0%	5%	4%	1%	-16%	-13%	0%
COc1ccc(NC(=O)Cn2c(=O)n(-c3ccc(Cl)cc3)c(=O)c3c(C)c(C(=O)N(C)C)sc32)cc1Cl	4%	-1%	-4%	-27%	-5%	/	1%[59 µM]	8%	1%[60.1 µM]
Cc1nn(-c2ccccc2)c(OC(=O)C(C)(C)C)c1Sc1ccccc1	?	0%	-4%	?	3%	/	4µM*	-23%	-1%
CC(=O)N/C(=C\c1ccc(F)cc1)C(=O)NC(C(=O)O)C(C)C (stereo not given)	47%[activator]	-37%	1%	-17%	18%	0%	56µM*	-13%	-3%
CCOC(=O)c1sc(NC(=O)c2cccs2)nc1C	4%	-33%	0%	-6%	0%	-1%	11%[12.7 µM]	-9%	-11%
Cc1ccc(CSCC(=O)NCCCN2CCOCC2)cc1	-2%	-3%	-4%	-8%	16%	-6%	8%	-10%	0%
COc1ccc(CN(C)Cc2c(O)ccc3cc(Br)ccc23)cc1OC	0%	?	-6%	-22%	0%	1%	25µM*	-6%	-16%
COC1Cc2ccccc2N(C(N)=O)c2ccccc21 (stereo not given)	81%[activator]	/	/	-2%	/	/	/	-12%	-2%
Cc1ccc2c(c1)c1c(c(=O)n(Cc3ccccc3)c(=O)n1CC(=O)NCc1ccccc1Cl)n2C	-1%	2%	0%	1%	-6%	/	2%[59 µM]	-12%	6%
CCNC(=O)n1cc(-n2cncn2)c(-c2ccccc2)n1	2%	-4%	-12%	1%	?	7%	-5%[59 µM]	6%	-5%
CC(c1cccs1)N(Cc1ccco1)C(=O)Nc1ccc(Cl)c(Cl)c1 (stereo not given)	12%	8%	-9%	-5%	-21%	2%	16%	-16%	-5%
Cc1ccc(C(=O)OCC(=O)Nc2ccc(F)c(Cl)c2)o1	16%	7%	/	-12%	/	-8%	9%[59 µM]	-12%	-23%
Cc1cccc(N2CCN(C(=O)CN3C(=O)COc4ccc(S(=O)(=O)N5CCC(C)CC5)cc43)CC2)c1C	12%	-17%	-6%	-29%	1%	/	10%[59 µM]	-4%	-10%
C(=C\c1ccccc1)/C=N/Nc1nc2ccccc2[nH]1	48%[activator]	-35%	-3%	?	-19%[57.1 µM]	-1%	?	-19%	-5%[60.1 µM]
CC(=O)N1N=C(N)SC1c1cccc([N+](=O)[O-])c1 (stereo not given)	134%[activator]	-2%	-2%	7%	25%	?	1%	-21%	-7%
Cc1ccc(C(=O)NCC(=O)O)s1	26%	-17%	2%	-20%	?	?	-32%	10%	-11%
CCC(=O)Nc1cccc(NC(=S)NC(=O)c2ccc(Cl)cc2)c1	18%	6%	3%	-9%	-1%	-2%	5%[59 µM]	-15%	-2%
NC(=O)C1CCN(C(=O)C2CCC(=O)N(Cc3ccc(Cl)cc3)C2)CC1 (stereo not given)	26%	/	/	-18%	/	/	/	-16%	2%
Cc1cccc(C(=O)NC(=S)Nc2ccc(N3CCOCC3)cc2)c1	10%	32µM*	-7%	?	22%	-3%	7.9µM*	-20%	-8%
COc1ccc(NC(=O)c2cnc3sccn3c2=O)cc1	14%	-5%	0%	-10%	4%	1%	4%[12.7 µM]	7%	-26%
COc1ccc(OC)c(CNS(=O)(=O)c2ccc3c(c2)oc(=O)n3C)c1	-13%	-2%	-1%	-2%	1%	/	2%[59 µM]	/	2%
CCOc1cc(C2Nc3ccccc3-c3nnc(SCc4ccccc4)nc3O2)ccc1OC (stereo not given)	-6%	-13%	-6%	-23%	17%	/	-44%[59 µM]	-16%	-5%

Individual results from above.
Result of `CCNC(=O)n1cc(-n2cncn2)c(-c2ccccc2)n1` under APEX1 inh: 7%
Result of `Cc1nn(-c2ccccc2)c(OC(=O)C(C)(C)C)c1Sc1ccccc1` under POLH inh: -23%

The list goes on:
SMILES	Pol iota inh	BAZ2B block	BLM helicase inh	JMJD2A Tudor	Pol beta inh	APEX1 inh	G9a block	POLH inh	POLK inh
COc1ccc(-c2noc(CCC(=O)N3CCC(c4cc(C)ccc4C)CC3)n2)cc1	?	/	/	-10%	/	-8%	/	-10%	-3%
O=C(Nc1cc(S(=O)(=O)N2CCOCC2)ccc1N1CCOCC1)c1ccc([N+](=O)[O-])s1	27%	/	/	-20%	/	-4%	/	-9%	12%
Cc1cc(C(=O)NN)c2cc(Br)ccc2n1	24%	?	0%	-8%	1%	-6%	?	-2%	-2%
Clc1ccc(Cn2ncc3c(NCc4ccccc4)ncnc32)c(Cl)c1	/	0%	-7%	/	4%	-2%	-11%	/	/
CC(C)[C@H](NC(=O)[C@@H]1Cc2ccccc2CN1C(=O)OC(C)(C)C)C(=O)NC1CCCC1	16%	-17%	-3%	-33%	1%	77%[activator]	36%[activator]	-2%	2%
COCCOC(=O)c1c(NC(=O)CNc2ccc(C)c(F)c2)sc(C(N)=O)c1C	103%[activator]	-3%	-3%	-13%	?	-8%	15%	0%	-19%
O=C(O)CN1C(=O)N/C(=C\c2cccn2-c2ccc(P(=O)(O)O)cc2)C1=O	?	/	/	?	/	3%&14%	/	2%	-10%
COc1ccc(/C(C)=N/OCC(=O)N=Nc2c(O)[nH]c3ccccc23)cc1	368%[activator]	-29%	-2%	-16%	18%	4%	?	-4%	-4%
COc1ccc(NC(=O)C2=CC(c3ccco3)=NS(=O)(=O)N2C)cc1	8%&-6%	-39%&-10%	-1%&-2%	-23%&-11%	?	64%[activator]	1%	-6%&-4%	-4%&-16%
Cc1nnc(N2CCCC(C(=O)NCc3ccc(OC(C)C)cc3)C2)c2nn(-c3ccccc3)c(C)c12 (stereo not given)	-14%	-8%	6%	-18%	8%	-8%	/	2%	-13%
COc1ccc(CNC(=O)Cc2ccc(OC)c(S(=O)(=O)N3CCOCC3)c2)cc1	20%	5%	0%	7%	-2%	-1%	0%	-11%	7%
CN(C)S(=O)(=O)c1ccc(/C(O)=C2/C(=O)C(=O)N(Cc3cccnc3)C2c2cccs2)cc1 (stereo not given)	65%[activator]	-13%	-6%	-17%	0%	-2%	40µM*	-11%	-6%
Cc1ccc(NC(=O)c2ncn(CCCNCc3ccccn3)n2)cc1C	-14%	/	/	-27%	/	/	/	2%	-6%
CCOc1ccc2[nH]c(=S)[nH]c2c1	6%	-4%	-2%	45µM*	10%	15%	?	-14%	-2%
Cc1cccc(C)c1NC(=O)CN(C)C(=O)c1ccccc1OCc1ccc(F)cc1	21%	2%	/	-7%	/	8%	14%[0.501 µM]	-23%	5%
CCc1cccc(NC(=O)CSc2nccn2C)c1	-12%	-38%	-2%	-6%	4%	/	-4%[59 µM]	-13%	1%
O=C(OCc1cccnc1)C1=Cc2ccccc2OC1	85%[activator]	-4%	-5%	-6%	6%	0%	11%[12.7 µM]	-14%	-3%
C/C(=N/NC(=O)c1ccoc1C)c1ccc(NC(=O)C2CCCC2)cc1	0%	-27%	-8%	-18%	21%	0%	?	-14%	-12%
CCCC(=O)NNC(=O)CC(=O)Nc1ccccc1C(=O)O	9%	-21%	-1%	-13%	20%	0%	50µM*	?	-17%
Cc1cccc(C)c1OC1(c2ccccc2)OC(=O)c2ccccc21 (stereo not given)	-12%	89%[activator]	0%	40%[activator]	-3%	?	5%[0.501 µM]	-17%	-7%
O=C(O)c1n[nH]c2c1CCCC2	-5%	56µM*	-3%	25µM*	-2%	2%	-27%[12.7 µM]	-11%	-7%
COc1cc(/C=C/C(=O)N2CCN(C(=O)/C=C/c3cc(OC)c(OC)c(OC)c3)CC2)cc(OC)c1OC	27%	-15%	-3%	-7%	-3%	36%[activator]	14%	-11%	4%
O=C(O)CN=C(NS(=O)(=O)c1ccc(Cl)cc1)c1ccccc1	2%	2%	-4%	-32%	1%	-4%	9%[59 µM]	8%	-16%
CC(C)CCN1C(=O)c2ccc(C(=O)NCc3ccco3)cc2C1=O	13%	-20%	-4%	-22%	11%	-2%	-1%[59 µM]	-14%	-25%
COCCOC(=O)C1=C(C)NC(=O)NC1/C=C/c1ccccc1 (stereo not given)	43%[activator]	9%	1%	-10%	26%	2%	22%[59 µM]	-22%	1%[60.1 µM]
CC(CNC(=O)C(C)C)NC(=O)C(C)C (stereo not given)	-3%	9%	-1%	-9%	18%	2%	18%[59 µM]	2%	-11%
COc1ccccc1CNC(=O)Cn1cnnn1	5%	2%	2%	8%	5%	-24%	?	-4%	7%
CN(C)CCCOC(=O)c1sc2ccccc2c1Cl	-22%	?	60%[activator]	-23%	-3%	4%	-24%	-9%	-11%

Full records from above:
Entry for CC(CNC(=O)C(C)C)NC(=O)C(C)C (stereo not given) : Pol iota inh: -3%; BAZ2B block: 9%; BLM helicase inh: -1%; JMJD2A Tudor: -9%; Pol beta inh: 18%; APEX1 inh: 2%; G9a block: 18%[59 µM]; POLH inh: 2%; POLK inh: -11%
Entry for CC(C)[C@H](NC(=O)[C@@H]1Cc2ccccc2CN1C(=O)OC(C)(C)C)C(=O)NC1CCCC1 : Pol iota inh: 16%; BAZ2B block: -17%; BLM helicase inh: -3%; JMJD2A Tudor: -33%; Pol beta inh: 1%; APEX1 inh: 77%[activator]; G9a block: 36%[activator]; POLH inh: -2%; POLK inh: 2%

A portion of the library; rates above refer to the full screens.
